Source: PubChem BioAssay
KB-3-1 tox – kills parental KB-3-1 adenocarcinoma cells | 400,000 tested, 1.4% active | Potency, µM (doses to about 46.1 µM), for inactives: at the top dose activity change, negative = cytotoxic, most hits filed as cytotoxic | AID 1347075 | KB-3-1 viability, CellTiter-Glo ATP luminescence, 72 h; note: potency is the fitted concentration of half-maximal effect; % is set by controls: 0 for no effect and ±100 for the full control effect; nearly all actives have a fitted effect of over 60% in size
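Parental KB-3-1 adenocarcinoma cells in phenol-red-free DMEM with 10% FBS were pin-treated with compounds at several concentrations, incubated 72 h at 37 °C, and viability read by CellTiter-Glo luminescence; concentration-effect curves were fitted after normalization.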
S2 tox – viability counter-screen for ATXN expression inhibitors | S2 cells (HEK-293 line with an ATXN2-luciferase reporter) viability, CellTiter-Fluor protease fluorescence, 24 h | Potency, µM (highest dose often 56.7 µM), actives largely listed as cytotoxic | 400,000 tested, 0.49% active; note: potency is the fitted concentration of half-maximal effect; nearly all actives have a fitted effect of over 40% in size
ATXN2 expr inh – ATXN2 expression inhibition. 360,000 tested, 0.72% active. AID 1745845. HEK-293 ATXN2-luciferase reporter, luminescence, 24 h. Potency, µM (titrated, usually from 57 µM), for the others: at the highest dose activity change, negative = inhibition, most hits filed as inhibitors; note: potency is the fitted concentration of half-maximal effect; % is set by controls: 0 for no effect and ±100 for the full control effect; nearly all actives have a fitted effect of over 55% in size
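qHTS (up to 57 uM final) was run with 24 h compound exposure of reporter cells at 37 °C. Each well was multiplexed: SteadyGlo luminescence measured ATXN2-luciferase expression after a fluorogenic Gly-Phe-AFC viability readout (25 uM final).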
IL-1B inflam inh – inflammasome signaling inhibition, IL-1 beta readout; THP-1 LPS/ATP IL-1B secretion, AlphaLISA, 16 h; hits give low values; 360,000 tested, 4.7% active; activity change, % at 57.5 µM; in the data active = activity change below about -50%; inconclusive = mostly about -30% to -49%; note: % is set by controls: 0 for no effect and ±100 for the full control effect
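Secreted IL-1B measured by AlphaLISA bead assay after 16 h compound exposure of THP-1 cells; compounds (final up to 57.5 uM) added 1 h before LPS (250 ng/mL) and ATP (1.25 mM) stimulation; lower signal means less secretion.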
KB-V1 cytotox – kills drug-selected multidrug resistant KB-V1 cells; KB-V1 MDR cells viability, CellTiter-Glo, 72 h; Potency, µM (highest dose often 46.1 µM), inactives show at the highest dose activity change, negative = cytotoxicity, most hits filed as cytotoxic; 400,000 tested, 3.4% active; note: potency is the fitted concentration of half-maximal effect; % is set by controls: 0 for no effect and ±100 for the full control effect; nearly all actives have a fitted effect of over 60% in size
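Compound-treated KB-V1 multidrug-resistant cells, 72 h, 37 degrees C; viability by CellTiter-Glo. Fitted qHTS curves give the values.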
SW480 rerep – DNA re-replication induction in SW480 cells. SW480 DNA re-replication, Hoechst DNA content imaging, 48 h. Potency, µM (titrated, usually from 46.1 µM), inactives show top-dose re-replication activation, actives largely listed as activators. 340,000 tested, 1.8% active. AID 624297; note: potency is the fitted concentration of half-maximal effect; % of control where 0% means no effect; nearly all actives have a fitted effect of over 55% in size
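Compounds, transferred as 23 nL by pin tool, were incubated with cells for 48 hr; DNA content per nucleus was then quantified by Hoechst staining and fluorescence plate imaging.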
HT1080 IDH1KD tx – HT-1080 IDH1 knockdown cell toxicity (counter line) | Potency, µM (highest dose often 46.1 µM), for the others: at the top dose activity, negative = toxicity, actives largely listed as cytotoxic | HT-1080 IDH1 knockdown viability, ATP luminescence, 48 h | AID 686971 | 360,000 tested, 2% active;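 note: potency is the fitted concentration of half-maximal effect; 0% = DMSO wells and -100% = cell-free medium wells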
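CellTiter-Glo luminescence after 48 h compound exposure at 37 degrees C of IDH1-knockdown HT-1080 cells in 5% FBS RPMI. %Activity scaled between DMSO wells and cell-free media wells, with curves fitted and assigned curve classes.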
HT1080-NT tox – kills 2HG-producing HT-1080-NT fibrosarcoma cells | HT-1080-NT fibrosarcoma viability, CellTiter-Glo ATP luminescence, 48 h | Potency, µM (top dose mostly 46.1 µM), without a hit: top-dose activity, negative = less viability, actives largely listed as cytotoxic | 360,000 tested, 1.6% active | AID 686970;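 note: NT is the 2HG producing partner of a matched IDH1 knockdown line; potency is the fitted concentration of half-maximal effect; 0% = DMSO-treated cells and -100% = media-only wells without cells; nearly all actives have a fitted effect of over 55% in size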
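HT-1080-NT; 750 cells/well; 5% FBS RPMI; 48 h compound, 37 degrees C; CellTiter-Glo luminescence; curve fitting and curve-class assignment.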
MCF10A rereplic – induces DNA re-replication in MCF 10a normal breast cells; 350,000 tested, 2.9% active; MCF 10A DNA re-replication, Hoechst nuclear intensity, 48 h; Potency, µM (highest dose often 46.1 µM), inactives show top-dose activity, positive = re-replication, most hits filed as activators; note: potency is the fitted concentration of half-maximal effect; % of control where 0% means no effect; nearly all actives have a fitted effect of over 50% in size
Active calls of the source: *; [ ] = another dose, or the depositor's remark. Unless noted, calls come from the whole dose curve; as a rule, active = well fitted curve in the direction sought with a large enough effect; inconclusive = small, poorly fitted or top-dose-only effect, or another doubt; inactive = no such curve, though single readings can be large; an effect the other way counts as inactive or inconclusive.

How did CN(C(=O)c1cccc(NC(=O)Cc2cccc(NC(=O)C3CCN(C(=O)C4CCCC4)CC3)c2)c1)C1CCC1 do in these assays?
KB-3-1 tox: 1%; S2 tox: inactive; ATXN2 expr inh: 1%; IL-1B inflam inh: 1; KB-V1 cytotox: 28%; SW480 rerep: -2%[9.22 µM]; HT1080 IDH1KD tx: 5%; HT1080-NT tox: 5%; MCF10A rereplic: 94%

How did C#CCn1c(=NC(=O)CN2C(=O)CCC2=O)sc2cccc(OC)c21 do in these assays?
KB-3-1 tox: 3%; S2 tox: inactive; IL-1B inflam inh: 15; KB-V1 cytotox: -2%; SW480 rerep: -7%; HT1080 IDH1KD tx: -1%; HT1080-NT tox: 6%; MCF10A rereplic: -2%

Results for CC(=O)c1cccc(NC(=O)C2Cc3c(-c4ccco4)ccnc3O2)c1 (configuration not stated) ?
KB-3-1 tox: inconclusive; S2 tox: inactive; ATXN2 expr inh: inconclusive; IL-1B inflam inh: 0; KB-V1 cytotox: 4.6µM*; HT1080 IDH1KD tx: -28%; HT1080-NT tox: -15%

How did Cc1onc(-c2c(Cl)cccc2Cl)c1/C(N)=N/OC(=O)C(C)(C)C do in these assays?
KB-3-1 tox: 1%; S2 tox: inactive; ATXN2 expr inh: -10%; IL-1B inflam inh: 10; KB-V1 cytotox: 19%; SW480 rerep: -3%; HT1080 IDH1KD tx: 7%; HT1080-NT tox: 4%; MCF10A rereplic: -2%

How did Cc1cc(=O)[nH]c(SCC(=O)N2CCCCCC2)n1 do in these assays?
KB-3-1 tox: 13%; S2 tox: inactive; ATXN2 expr inh: 3%; IL-1B inflam inh: 33; KB-V1 cytotox: 4%; SW480 rerep: 1%[9.22 µM]; HT1080 IDH1KD tx: 12%; HT1080-NT tox: 13%; MCF10A rereplic: -2%

How did O=C(c1c(F)cccc1Cl)N1CCN(S(=O)(=O)c2ccc3c(c2)OCCCO3)CC1 do in these assays?
S2 tox: inactive; ATXN2 expr inh: 2%; IL-1B inflam inh: 10; SW480 rerep: 1%; HT1080 IDH1KD tx: -1%; HT1080-NT tox: 0%; MCF10A rereplic: -4%

What do the screens show for `CCOc1ccc(C(=O)/C=C/c2ccc(OC)c(OC)c2)cc1`?
KB-3-1 tox: -19%; S2 tox: inactive; ATXN2 expr inh: -15%; IL-1B inflam inh: -106*; KB-V1 cytotox: inconclusive; SW480 rerep: inconclusive; HT1080 IDH1KD tx: -16%; HT1080-NT tox: -13%; MCF10A rereplic: inconclusive

How did C=C(C)Cn1c(C2CC(=O)N(c3ccccc3F)C2)nc2ccccc21 (configuration not stated) do in these assays?
KB-3-1 tox: 1%; S2 tox: inactive; ATXN2 expr inh: -1%; IL-1B inflam inh: -12; KB-V1 cytotox: -7%; SW480 rerep: 2%; HT1080 IDH1KD tx: 0%; HT1080-NT tox: -4%; MCF10A rereplic: 2%

What do the screens show for `Cc1cc(OCc2cc(C(=O)NCC3(C)COC3)no2)cc(C)c1Cl`?
KB-3-1 tox: -20%; S2 tox: inactive; ATXN2 expr inh: -22%; IL-1B inflam inh: -8; KB-V1 cytotox: -3%; SW480 rerep: -11%; HT1080 IDH1KD tx: -17%; HT1080-NT tox: -6%; MCF10A rereplic: -10%

What do the screens show for `O=C(COC(=O)c1cc(-c2ccccc2)nc2ccccc12)Nc1ccc2c(c1)OCO2`?
KB-3-1 tox: 17%; S2 tox: inactive; ATXN2 expr inh: -6%; IL-1B inflam inh: -2; KB-V1 cytotox: inconclusive; SW480 rerep: 11%; HT1080 IDH1KD tx: -7%; HT1080-NT tox: -4%; MCF10A rereplic: 5.2µM*

Results for CC(C)C(=O)N1N=C(c2ccc(NS(C)(=O)=O)cc2)CC1c1cccs1 (configuration not stated) ?
KB-3-1 tox: -24%; S2 tox: inactive; ATXN2 expr inh: -30%; IL-1B inflam inh: 1; KB-V1 cytotox: 2%; SW480 rerep: 7%; HT1080 IDH1KD tx: -27%; HT1080-NT tox: -16%; MCF10A rereplic: inconclusive

Results for CCOC(=O)c1cnn(CCOC(=O)c2cccs2)c1NC(=O)c1cccs1 ?
KB-3-1 tox: 4%; S2 tox: inactive; ATXN2 expr inh: -4%; IL-1B inflam inh: 2; KB-V1 cytotox: -8%; SW480 rerep: -6%; HT1080 IDH1KD tx: -13%; HT1080-NT tox: 16%; MCF10A rereplic: 12%

What do the screens show for `CCCCC(=O)Nc1ccc(C)c(S(=O)(=O)N2CCCCCC2)c1`?
S2 tox: inactive; ATXN2 expr inh: -9%; IL-1B inflam inh: -64*; SW480 rerep: 6%; HT1080 IDH1KD tx: -9%; HT1080-NT tox: -17%; MCF10A rereplic: inconclusive

What do the screens show for `CC(=O)Oc1ccc(C(=O)Nc2nccs2)cc1`?
KB-3-1 tox: 1%; S2 tox: inactive; ATXN2 expr inh: 27%; IL-1B inflam inh: -1; KB-V1 cytotox: 0%; SW480 rerep: 2%; HT1080 IDH1KD tx: -5%; HT1080-NT tox: 1%; MCF10A rereplic: 8%

Results for CC(C)(C)c1c(Cl)c(O)c(-c2ccccc2)c(=O)n1-c1ccccc1 ?
KB-3-1 tox: -21%; S2 tox: inactive; ATXN2 expr inh: -9%; IL-1B inflam inh: 3; KB-V1 cytotox: 6%; SW480 rerep: -4%; HT1080 IDH1KD tx: -5%; HT1080-NT tox: -6%; MCF10A rereplic: 10%

What do the screens show for `Cc1cc(C)n2nc(C(=O)NNC(=O)c3ccc(Cl)cc3)nc2n1`?
KB-3-1 tox: -6%; S2 tox: inactive; IL-1B inflam inh: 32; KB-V1 cytotox: 2%; SW480 rerep: -1%; HT1080 IDH1KD tx: 16%; HT1080-NT tox: 4%; MCF10A rereplic: -1%

What do the screens show for `CNCc1c(OCc2ccccc2F)ccc2ccccc12`?
KB-3-1 tox: -8%; S2 tox: inactive; ATXN2 expr inh: inconclusive; KB-V1 cytotox: 12µM*; SW480 rerep: inconclusive; HT1080 IDH1KD tx: inconclusive; HT1080-NT tox: 18µM*; MCF10A rereplic: inconclusive

Results for Cc1onc(-c2ccccc2)c1C(=O)NC(=S)NNC(=O)c1cccnc1 ?
KB-3-1 tox: 0%; S2 tox: inactive; ATXN2 expr inh: -21%; IL-1B inflam inh: 3; KB-V1 cytotox: inconclusive; SW480 rerep: 15%; HT1080 IDH1KD tx: -4%; HT1080-NT tox: -2%; MCF10A rereplic: 15%

Results for Cc1ccc(NC(=O)CSc2ccc3nnc(-c4ccccn4)n3n2)cc1 ?
KB-3-1 tox: 1%; S2 tox: inactive; ATXN2 expr inh: -10%; IL-1B inflam inh: -18; KB-V1 cytotox: -5%; SW480 rerep: -23%; HT1080 IDH1KD tx: 13%; HT1080-NT tox: 6%; MCF10A rereplic: -5%

What do the screens show for `CCNCC(=O)Nc1ccc(N2CCOCC2)cc1`?
KB-3-1 tox: 2%; S2 tox: inactive; ATXN2 expr inh: 19%; IL-1B inflam inh: -8; KB-V1 cytotox: 9%; SW480 rerep: -104%[1.84 µM]; HT1080 IDH1KD tx: 2%; HT1080-NT tox: -1%; MCF10A rereplic: -3%

Results for COc1ccccc1N(C(=O)c1cncc(Br)c1)c1nc(-c2ccc(C)cc2)cs1 ?
KB-3-1 tox: -10%; S2 tox: inactive; IL-1B inflam inh: 4; KB-V1 cytotox: -4%; SW480 rerep: -1%; HT1080 IDH1KD tx: -9%; HT1080-NT tox: -1%; MCF10A rereplic: inconclusive

What do the screens show for `O=C(Nc1cc2c(cc1C(=O)c1cccc(Br)c1)OCCO2)c1ccccc1F`?
KB-3-1 tox: inconclusive; S2 tox: inactive; ATXN2 expr inh: -5%; KB-V1 cytotox: inconclusive

What do the screens show for `O=C(CSc1nnc2ccc(-c3ccccn3)nn12)Nc1ccccc1F`?
KB-3-1 tox: -2%; S2 tox: inactive; ATXN2 expr inh: 6%; IL-1B inflam inh: -5; KB-V1 cytotox: 9%; SW480 rerep: -6%; HT1080 IDH1KD tx: 1%; HT1080-NT tox: 3%; MCF10A rereplic: -3%

Results for CCN(C(=O)CSc1nnc2ccccn12)C1CCS(=O)(=O)C1 (configuration not stated) ?
KB-3-1 tox: 5%; S2 tox: inactive; ATXN2 expr inh: -14%; IL-1B inflam inh: -3; KB-V1 cytotox: -6%; SW480 rerep: 0%; HT1080 IDH1KD tx: 16%; HT1080-NT tox: 16%; MCF10A rereplic: 1%

How did Cc1cc(N2CCOCC2)nc2ccc(NC(=S)NCCC(C)C)cc12 do in these assays?
KB-3-1 tox: -21%; S2 tox: inactive; ATXN2 expr inh: -27%; IL-1B inflam inh: -50*; KB-V1 cytotox: -18%; SW480 rerep: -2%; HT1080 IDH1KD tx: inconclusive; HT1080-NT tox: -7%; MCF10A rereplic: inconclusive

Results for CCN(CC)C(=O)Cn1cc(C(=O)C(=O)N(C)C2CCN(C)CC2)c2ccccc21 ?
KB-3-1 tox: 11%; S2 tox: inactive; ATXN2 expr inh: 0%; IL-1B inflam inh: 3; KB-V1 cytotox: 7%; SW480 rerep: -4%; HT1080 IDH1KD tx: -3%; HT1080-NT tox: -10%; MCF10A rereplic: 0%

What do the screens show for `CC1CCCN(C(=O)c2cc(-c3cccs3)nc3ccccc23)C1` (configuration not stated)?
KB-3-1 tox: -6%; S2 tox: inactive; ATXN2 expr inh: -1%; IL-1B inflam inh: -21; KB-V1 cytotox: -6%; SW480 rerep: 2%; HT1080 IDH1KD tx: -25%; HT1080-NT tox: -20%; MCF10A rereplic: inconclusive

Not a hit list; any-hit rate near 11%.
